ELG1 DNA repair = qHTS screen for small molecules that inhibit ELG1-dependent DNA repair in human embryonic kidney (HEK293T) cells expressing luciferase-tagged ELG1; HEK293T ELG1-luciferase reporter, luminescence, 16 h; DNA damage induced by 5-fluorouridine; Potency, µM (highest dose often 46.1 µM), for inactives: at the top dose activity change, negative = inhibition, hits mostly inhibitors; hit rate 2.3% among 330,000; AID 504467, 2011; further: potency means the concentration at half of the fitted maximal effect; on the % scale 0 is the no-effect control and ±100 the full control effect; nearly all actives have a fitted effect of over 55% in size
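Reporter activity after DNA damage by 5-fluorouridine is monitored. Compound-treated cells incubate 16 hr at 37 °C, then ONE-Glo is added for 30 min before luminescence reading.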
BRCA1 expr up = qHTS Assay to Identify Small Molecule Activators of BRCA1 Expression; MCF7-BRCA1-FFLuc reporter, luminescence, 48 h; response scale: scaled: vehicle 0%, 10 µM genistein 100%; Potency, µM (doses to about 46.1 µM), for inactives: at the highest dose activation, actives largely listed as activators; hit rate 1.1% among 380,000; further: potency means the concentration at half of the fitted maximal effect; nearly all actives have a fitted effect of over 80% in size; some results filed as inactive show a strong effect at the top dose
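Luminescence from a BRCA1-driven firefly luciferase in MCF7 cells was read after 48 h compound exposure at 37 C. Data normalized against DMSO and a 10microM genistein activation control, then curve-fitted across the titration.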
TCR act = Activators of T cell receptors: qHTS campaign; primary human leukocytes, anti-CD3, IL-2 HTRF, 48 h; Potency, µM (top dose mostly 9.22 µM), inactives show at the highest dose activation of IL-2 secretion, most hits filed as activators; 330,000 tested, under 10 active; further: % of control where 0% means no effect
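Primary human leukocytes receive a-CD3 beads and test compound and are incubated 48 hr. Secreted IL-2 is then assayed by HTRF, measuring 665nm acceptor emission after 320nm excitation of the europium donor.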
p53 reactivation = qHTS assay for re-activators of p53 using a Luc reporter; H1299 p53-A138V BP100-luciferase reporter, luminescence, 24 h; Potency, µM (highest dose often 92.2 µM), without a hit: at the top dose activity change, positive = activation, hits mostly activators; AID 504706, 2011; hit rate 0.063% among 320,000; further: potency means the concentration at half of the fitted maximal effect; % of control where 0% means no effect; nearly all actives have a fitted effect of over 45% in size
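H1299 (p53-null), stable ts p53-A138V + BP100-Luc; 1000 cells/well, Opti-MEM/10% FBS; cpd 4 pt, 1:5; 24 h, 37 deg C, 5% CO2; detection reagent 10 min RT; luminescence.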
Integrin act MD = qHTS for Activators of Integrin-Mediated Alleviation for Muscular Dystrophy | alpha7betagal myoblasts, beta-gal FDG fluorescence, 48 h | Potency, µM (titrated, usually from 38.3 µM), without a hit: at the top dose activation, actives largely listed as activators | hit rate 0.064% among 350,000 | AID 624291, 2012;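 further: potency means the concentration at half of the fitted maximal effect; 100% = response of the positive control SU9516; nearly all actives have a fitted effect of over 60% in size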
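alpha7betagal+/- myoblasts (passage 13, 250/well) treated 48 h at 37C with compounds at 1:260 dilution of DMSO stock. Lysed, then beta-galactosidase activity read as FDG fluorescence (ex 480/em 540) after 30 min, with pre-read for autofluorescence.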
TRPV1 ag = HTS Assay for Compounds that Act as Agonists of the Vanilloid Receptor 1; TRPV1-expressing cells, Fluo-8 calcium influx, agonist mode; activation, % at 8.33 µM; Transient receptor potential cation channel subfamily V member 1 (Homo sapiens), Q8NER1; hit rate 0.19% among 320,000; in the data active means activation above about 80%; inconclusive means between about 30% and that limit; further: 0% is about no effect
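TRPV1-expressing cells were cultured overnight at 35.5C and loaded with Fluo-8 calcium dye for 40 to 90 min at room temperature. After a 10 s baseline, compound was added and calcium influx was read kinetically for 3 min (ex 480/em 520 nm).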
MLL CXXC-DNA inh = qHTS Fluorescence Polarization Assay for Inhibitors of MLL CXXC domain - DNA interaction; Histone-lysine N-methyltransferase 2A (Homo sapiens), Q03164; MLL-CXXC / FITC-HOXA9 DNA fluorescence polarization; Potency, µM (titrated, usually from 115 µM), for the others: at the top dose activity change, negative = inhibition, usual class: inhibitors; hit rate 0.037% among 290,000; active means well fitted inhibition curve with a large enough effect in the polarisation, with a control signal flat, not every such curve was filed as active; inconclusive means small, poorly fitted or top-dose-only effect, or effect the other way, or a change in a side signal; inactive means no such curve, though single readings can be large or run the other way; the % refers to the polarisation; further: potency means the concentration at half of the fitted maximal effect
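Steps: dispense CXXC domain solution (7 uM) → pin compounds or unlabeled HOX-A9 DNA control → 5 min ambient → add FLSN-HOX-A9 solution (50 nM) → spin → 30 min ambient → fluorescence polarization. Tris pH 7.5/NaCl/DTT/BSA buffer.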
TSG101-PTAP inh = qHTS Assay for Iinhibitors of HIV-1 Budding by Blocking the Interaction of PTAP/TSG101 | Potency, µM (doses to about 115 µM), without a hit: at the highest dose activity change, negative = inhibition, most hits filed as inhibitors | AID 493005, 2010 | Fluorescence polarization, FITC-PTAP peptide / Tsg101 binding | Tumor susceptibility gene 101 protein (Homo sapiens), Q99816 | 340,000 tested, under 10 active; active means well fitted inhibition curve with a large enough effect in the main read-out, with a control signal flat, not every such curve was filed as active; inconclusive means small, poorly fitted or top-dose-only effect, or effect the other way, or a change in a side signal; inactive means no such curve, though single readings can be large or run the other way; further: potency means the concentration at half of the fitted maximal effect; % of control where 0% means no effect
Target sequence (Q99816 whole entry, looked up): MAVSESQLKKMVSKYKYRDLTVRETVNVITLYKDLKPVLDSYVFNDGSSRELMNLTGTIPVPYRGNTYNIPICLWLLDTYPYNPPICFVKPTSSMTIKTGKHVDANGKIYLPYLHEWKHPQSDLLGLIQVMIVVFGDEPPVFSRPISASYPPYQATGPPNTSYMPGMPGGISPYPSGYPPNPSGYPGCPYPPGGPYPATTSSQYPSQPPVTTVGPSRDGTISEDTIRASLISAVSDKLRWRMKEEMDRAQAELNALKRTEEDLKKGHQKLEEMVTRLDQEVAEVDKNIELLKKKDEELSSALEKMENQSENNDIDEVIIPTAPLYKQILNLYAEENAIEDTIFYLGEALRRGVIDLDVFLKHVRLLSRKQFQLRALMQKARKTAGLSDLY
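Fluorescence anisotropy tracks displacement of a FITC-tagged PTAP peptide (50 nM) from the Tsg101 binding domain (10 uM), following a 20 min room-temperature incubation at pH 7.5.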
AT treatment = qHTS Assay for Identifying a Potential Treatment of Ataxia-Telangiectasia | Potency, µM (highest dose often 57.5 µM), inactives show at the top dose activation, actives largely listed as activators | hit rate 0.19% among 320,000 | […] A-T fibroblasts, KAP-1 phosphorylation AlphaLISA; neocarzinostatin DNA damage 30 min before lysis; further: potency means the concentration at half of the fitted maximal effect; % of control where 0% means no effect; nearly all actives have a fitted effect of over 45% in size
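ATM-like activity read as KAP-1 phosphorylation via AlphaLISA donor/acceptor antibody pairs after lysis and 6 hr at 25C. Cells were ATM-null patient fibroblasts ([…], hTERT), dosed 60 min, then exposed to the DSB inducer NCS for 30 min.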
B2AR arrestin = qHTS assay of beta-arrestin-biased ligands of beta2-adrenergic receptor. Beta-2 adrenergic receptor (Homo sapiens), P07550. beta-arrestin recruitment to beta2AR, cell-based reporter. Potency, µM (titrated, usually from 46.1 µM), inactives show at the highest dose activation, most hits filed as activators. hit rate 0.02% among 330,000. AID 492947, 2010;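 further: potency means the concentration at half of the fitted maximal effect; 0% = DMSO controls and full agonism = EC100 isoproterenol or metaproterenol; nearly all actives have a fitted effect of over 65% in size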
Target sequence (P07550 whole entry, looked up): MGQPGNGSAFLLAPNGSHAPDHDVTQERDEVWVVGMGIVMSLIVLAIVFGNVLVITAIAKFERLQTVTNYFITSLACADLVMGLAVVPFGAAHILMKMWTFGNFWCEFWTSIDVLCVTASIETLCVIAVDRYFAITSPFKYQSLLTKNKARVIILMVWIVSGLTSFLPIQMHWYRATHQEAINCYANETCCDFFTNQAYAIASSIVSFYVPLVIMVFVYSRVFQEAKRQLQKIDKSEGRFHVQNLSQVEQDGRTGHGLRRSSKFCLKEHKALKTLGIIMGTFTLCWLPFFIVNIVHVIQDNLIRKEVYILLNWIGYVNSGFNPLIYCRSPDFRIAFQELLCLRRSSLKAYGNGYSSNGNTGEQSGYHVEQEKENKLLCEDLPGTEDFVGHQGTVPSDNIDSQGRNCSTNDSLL
An asterisk follows results filed as active; [ ] = another dose, or the depositor's remark. Unless noted, the call rests on the fitted dose curve; in most records, active means well fitted curve in the direction sought with a large enough effect; inconclusive means small, poorly fitted or top-dose-only effect, or another doubt; inactive means no such curve, though single readings can be large; an effect the other way counts as inactive or inconclusive.

`COc1ccc(-c2[nH]ncc2CNCc2cc(C)n(C)n2)c(F)c1` gave ELG1 DNA repair -13.5%, BRCA1 expr up -16.3%, TCR act 0.2%, p53 reactivation 0.2%, Integrin act MD 17.3%, TRPV1 ag 0.1, MLL CXXC-DNA inh -2.3%, TSG101-PTAP inh -1.7%, AT treatment -0.2% and B2AR arrestin -0.6%.
For Cc1ccc(Nc2nc(N)nc(CN3CCN(c4ccccc4)CC3)n2)cc1Cl the results were ELG1 DNA repair inconclusive, BRCA1 expr up -37.4%, TCR act 0.2%, p53 reactivation 0.8%, Integrin act MD -27.5%, TRPV1 ag 20.1, MLL CXXC-DNA inh 20.1%, TSG101-PTAP inh -0.8%, AT treatment 3.9% and B2AR arrestin -0.1%.
COc1ccc(C(=O)NC(C)CCc2ccccc2)cc1 (stereo not given) was read as ELG1 DNA repair inconclusive, BRCA1 expr up 73.9%, Integrin act MD -5.1%, TRPV1 ag 26.5, MLL CXXC-DNA inh -3.0%, TSG101-PTAP inh -3.2%, AT treatment -0.7% and B2AR arrestin -1.3%.
CCc1sc(C(=O)N2CCCN(C)CC2)cc1Br was read as ELG1 DNA repair 21.1%, BRCA1 expr up 9.1%, TCR act 2.7%, p53 reactivation 27.1%, Integrin act MD 9.2%, TRPV1 ag -0.2, MLL CXXC-DNA inh -2.2%, TSG101-PTAP inh -1.8%, AT treatment 18.2% and B2AR arrestin -0.2%.
Screening O=Cc1ccc2c(c1)CCN2Cc1ccccc1 returned ELG1 DNA repair 29.7%, BRCA1 expr up 6.2%, TCR act -0.3%, p53 reactivation 1.4%, Integrin act MD inconclusive, TRPV1 ag 5.3, MLL CXXC-DNA inh 15.2%, TSG101-PTAP inh -4.0%, AT treatment 5.1% and B2AR arrestin -0.2%.
`O=C1C2C3C=CC(CC3)C2C(=O)N1c1ccc([N+](=O)[O-])cc1` (stereo not given) gave ELG1 DNA repair -10.8%, BRCA1 expr up -21.4%, TCR act 1.5%, Integrin act MD -45.3%[inhibitor], TRPV1 ag 1.1, MLL CXXC-DNA inh -7.8%, TSG101-PTAP inh -2.2%, AT treatment 1.8% and B2AR arrestin 0.0%.
For O=C1c2ccccc2C(=O)N1c1ccc(Cc2ccncc2)cc1 the results were ELG1 DNA repair inconclusive, BRCA1 expr up -15.5%, TCR act -1.5%, p53 reactivation 9.4%, Integrin act MD -20.6%, TRPV1 ag 3.9, MLL CXXC-DNA inh -2.5%, TSG101-PTAP inh -1.9%, AT treatment -5.4% and B2AR arrestin -0.7%.
c1cncc(-c2nc(N3CCCCCC3)c3ccccc3n2)c1 was read as ELG1 DNA repair inconclusive, BRCA1 expr up -31.5%, TCR act -0.6%, p53 reactivation -19.4%, Integrin act MD -16.2%, TRPV1 ag inconclusive, MLL CXXC-DNA inh -1.5%, TSG101-PTAP inh 1.0%, AT treatment 9.3% and B2AR arrestin 0.3%.
For Cc1cccc2cc(CN(Cc3ccccc3)C(=S)NCCCN(C)C)c(=O)[nH]c12 the results were ELG1 DNA repair -0.8%, BRCA1 expr up -21.8%, TCR act 5.2%, p53 reactivation -5.6%, Integrin act MD -49.6%[inhibitor], TRPV1 ag -0.2, MLL CXXC-DNA inh 6.3%, TSG101-PTAP inh -4.9%, AT treatment 4.3% and B2AR arrestin 0.3%.
Screening COc1ccc2sc(N(CCN(C)C)C(=O)c3ccc4ccccc4c3)nc2c1 returned ELG1 DNA repair 3.3%, BRCA1 expr up 8.4%, TCR act -5.9%, p53 reactivation -24.7%, Integrin act MD 9.5%, TRPV1 ag -2.4, MLL CXXC-DNA inh 11.5%, TSG101-PTAP inh -1.8%, AT treatment 5.5% and B2AR arrestin -0.2%.
`CN(C)CCN1C(=O)C(O)=C(C(=O)c2ccco2)C1c1ccccc1F` (stereo not given) gave ELG1 DNA repair 14.7%, BRCA1 expr up 0.1%, TCR act -13.7%, p53 reactivation 13.2%, Integrin act MD -1.6%, TRPV1 ag 0.0, MLL CXXC-DNA inh -0.7%, TSG101-PTAP inh -5.3%, AT treatment 5.3% and B2AR arrestin -0.1%.
COc1ccc(N=C(c2ccccc2)c2c(C)[nH]n(-c3ccccc3)c2=O)c(OC)c1 was read as ELG1 DNA repair inconclusive, BRCA1 expr up -36.3%, TCR act -4.0%, p53 reactivation -2.2%, Integrin act MD 12.8%, TRPV1 ag 3.2, MLL CXXC-DNA inh 0.0%, TSG101-PTAP inh 1.7%, AT treatment 1.1% and B2AR arrestin -0.3%.
COc1cccc(-c2c(C(=O)N/N=C/c3cccs3)nnn2-c2nonc2N)c1 was read as ELG1 DNA repair -5.2%, BRCA1 expr up 0.0%, TCR act -1.4%, p53 reactivation -4.9%, Integrin act MD -2.8%, TRPV1 ag 1.2, MLL CXXC-DNA inh -1.5%, TSG101-PTAP inh -1.7%, AT treatment 1.6% and B2AR arrestin 0.0%.
Screening Clc1ncnc2[nH]ccc12 returned BRCA1 expr up 5.5%, TCR act -5.4%, Integrin act MD 7.6% and TSG101-PTAP inh -0.2%.
`CCCn1nnnc1SCC(=O)N(C(C)C)C(C)C` gave ELG1 DNA repair 10.9%, BRCA1 expr up 0.0%, TCR act -26.5%, p53 reactivation -2.7%, Integrin act MD 0.0%, TRPV1 ag -2.4, MLL CXXC-DNA inh 0.1%, TSG101-PTAP inh -0.3%, AT treatment -3.8% and B2AR arrestin 0.4%.
Screening COc1ccccc1C(=O)Nc1ccc(NC(=O)C2CCCCC2)nc1 returned ELG1 DNA repair 0.6%, BRCA1 expr up -5.3%, TCR act 1.2%, p53 reactivation -2.9%, Integrin act MD -0.4%, TRPV1 ag 0.3, MLL CXXC-DNA inh -5.9%, TSG101-PTAP inh -2.9%, AT treatment 1.9% and B2AR arrestin -0.3%.
For Cc1cc(N2CCOCC2)n2nc(C(F)(F)F)c(-c3ccccc3)c2n1 the results were ELG1 DNA repair -2.5%, BRCA1 expr up -0.4%, TCR act -2.7%, p53 reactivation 2.4%, Integrin act MD inconclusive, TRPV1 ag -2.5, MLL CXXC-DNA inh -4.8%, TSG101-PTAP inh -2.6%, AT treatment -17.6% and B2AR arrestin -0.5%.
COc1cc(/C=C/C(=O)OCC(=O)NNC(=O)c2cc(Cl)ccc2OC)ccc1O was read as ELG1 DNA repair inconclusive, BRCA1 expr up -25.9%, TCR act 1.1%, p53 reactivation 1.2%, Integrin act MD -27.7%, TSG101-PTAP inh -0.6%, AT treatment 6.2% and B2AR arrestin 0.1%.
COc1ccc(OC)c(C(=O)CSc2nc3c(c(=O)n(C)c(=O)n3C)n2C(C)C)c1 was read as ELG1 DNA repair 0.7%, BRCA1 expr up 9.5%, TCR act -0.8%, p53 reactivation 18.7%, Integrin act MD -0.7%, TRPV1 ag 1.4, MLL CXXC-DNA inh -0.8%, TSG101-PTAP inh -3.7%, AT treatment 1.3% and B2AR arrestin -0.2%.
For COc1ccc2cc(C(=O)Nc3ccc(Cl)cc3)sc(=O)c2c1OC the results were ELG1 DNA repair 12.9%, BRCA1 expr up 0.7%, TCR act -4.0%[46.1 µM], p53 reactivation -1.1%, Integrin act MD 0.1%, TRPV1 ag 0.7, MLL CXXC-DNA inh 26.2%, TSG101-PTAP inh 0.8%, AT treatment 2.0% and B2AR arrestin -0.5%.
Screening Cc1c(CN2CCCCC2)c(O)n(CCO)c(=O)c1C#N returned ELG1 DNA repair 1.1%, BRCA1 expr up -2.5%, TCR act 4.3%, p53 reactivation -0.4%, Integrin act MD 1.1%, TRPV1 ag -3.5, MLL CXXC-DNA inh 9.2%, TSG101-PTAP inh -4.3%, AT treatment -0.2% and B2AR arrestin -0.2%.
`CC(C)(C)C(=O)Nc1c(Br)c(C2CC2)nn1-c1ccccc1` gave ELG1 DNA repair 4.3%, BRCA1 expr up 4.2%, TCR act -0.2%, p53 reactivation -1.6%, Integrin act MD -8.8%, TRPV1 ag 4.1, MLL CXXC-DNA inh -6.8%, TSG101-PTAP inh -2.7%, AT treatment 8.8% and B2AR arrestin 0.2%.
`COc1ccc(CN2C(=O)c3cccnc3C2=O)cc1S(=O)(=O)NCc1ccc(C)o1` gave ELG1 DNA repair -1.3%, BRCA1 expr up 4.4%, TCR act 1.0%, p53 reactivation 5.1%, Integrin act MD 10.2%, TRPV1 ag 1.5, MLL CXXC-DNA inh -0.5%, TSG101-PTAP inh -1.2%, AT treatment -3.1% and B2AR arrestin 0.4%.
CC1=NN(c2ccccc2)C(=O)/C1=C/c1ccc[nH]1 was read as ELG1 DNA repair inconclusive, BRCA1 expr up -26.5%, TCR act 3.9%[46.1 µM], p53 reactivation 27.0%, Integrin act MD -17.2%, TRPV1 ag 2.7, MLL CXXC-DNA inh 10.5%, TSG101-PTAP inh -1.1%, AT treatment -1.6% and B2AR arrestin -0.4%.

High-throughput results (PubChem BioAssay)
